Screening data (PubChem)
HCMV antiviral: blocks human cytomegalovirus replication; HFF cells, HCMV-luciferase reporter, 72 h; hits give low values; activity change, negative = inhibition, % at 57.5 µM; 410,000 tested, 4.5% active; AID 1259415; in the data active = activity change below about -60%; inconclusive = no clear call, values can overlap the other calls; inactive = above about -39%
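Compounds were evaluated in HFFs infected with an HCMV luciferase reporter virus (MOI 1 PFU/cell). Luciferase in lysates collected 72 h post infection served as the replication measure.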
HCV inhibitor: blocks hepatitis C virus | Huh7.5.1 HCVcc-Cre infection, luciferase reporter, 44 h | 340,000 tested, 3.4% active | AID 651820 | Potency, µM (titrated, usually from 41.8 µM), inactives show at the top dose activity change, negative = inhibition, most hits filed as inhibitors; active = well fitted inhibition curve with a large enough effect; inconclusive = small, poorly fitted or top-dose-only effect, or another doubt; inactive = no such curve, though single readings can be large or run the other way; note: potency is the fitted concentration of half-maximal effect
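1,000 cells/well; 4 h culture; + compound; + HCVcc-Cre (~0.5 moi); 44 h; luciferase substrate, RT 15 min; read 15 sec.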
* = called active by the depositor; u = inconclusive; [ ] = remark or other dose. % is set by controls: 0 for no effect and ±100 for the full control effect. Some of the compounds tested; the hit share may differ from the screen's.

SMILES | HCMV antiviral | HCV inhibitor
CC(=NNC(=S)Nc1cccc(Cl)c1)c1ccccn1 | -97.3* | u
CCOC(=O)c1[nH]c(=S)n(Cc2ccccc2)c1C(=O)OCC | -14.1 | 3.8%
O=C(Nc1ccc(Cl)cc1)N1CC1 | -36.2 | u
CC(C)(O)CN(C(=O)c1ccccc1)C1CCCCC1 | -8.4 | 20.6%
CC1CC(=O)C(C(C2=C(O)CC(C)CC2=O)c2ccccc2)=C(O)C1 (stereo not drawn) | u | 30.3%[activator]
O=C1CC(=O)N2CCSC2=N1 | 128.2 | 13.3%
COc1ccc2ccccc2c1/C=N\NC(=O)c1cccnc1 | 18.2 | u
Nc1nonc1-n1nnc(C(=O)N/N=C/c2cccc(Cl)c2)c1CN1CCCCCC1 | 11.0 | 19.4%
COc1cccc(C(N)=O)c1 | 28.0 | 3.7%
CCOC(=O)C(=CNc1ccc(O)c(C(=O)OC)c1)C(=O)OCC | 6.6 | u
CC1CCCN(S(=O)(=O)c2cc(C(=O)NCCc3ccc(S(N)(=O)=O)cc3)ccc2Cl)C1 (stereo not drawn) | u | 7.94µM*
CNC1(C(N)=O)CCN(Cc2ccccc2)CC1 | 6.6 | -5.1%
CCCCC(=O)c1ccc(OC(=O)c2ccc([N+](=O)[O-])cc2)cc1 | -26.2 | 2.5%
Cc1cccc(C(=O)Nc2ccc(C(=O)c3ccccc3)cc2)c1 | u | u
CCOc1ccccc1NC(=S)C(=C([O-])c1ccc2c(c1)OCCO2)[n+]1ccc(CC)cc1 | -11.4 | 6.4%
COc1ccccc1CNCc1ccc(OC)c2ccccc12 | -25.2 | -3.4%
NC(=Nc1ccccc1)NN=Cc1c[nH]c2ccccc12 | -85.3* | u
COc1ccc(S(=O)(=O)N2CCC(C(=O)NCC(=O)Nc3c(C)cccc3C)CC2)cc1OC | 8.6 | u
CC(=O)Nc1ccc2c(c1)Cc1cc(N3C(=O)C=CC3=O)ccc1-2 | -65.9* | -15.2%
CCCCN(C(=O)c1cccc(S(=O)(=O)N(C)c2ccc(C)cc2)c1)c1c(N)n(CC(C)C)c(=O)[nH]c1=O | 0.0 | 12.0%
CC12CCC3C(CC=C4CC(O)CCC43C)C1CC(=CN1CCOCC1)C2=O (stereo not drawn) | -20.9 | 24.9%
O=C(Cc1cccc(F)c1)N1CCOCC1 | 11.5 | 22.1%
O=c1n(CC2CO2)c(=O)n(CC2CO2)c(=O)n1CC1CO1 (stereo not drawn) | -62.0* | u
O=C(Nc1cccc(S(=O)(=O)N2CCOCC2)c1)c1cc(S(=O)(=O)N2CCOCC2)c(Cl)cc1Cl | -31.4 | u

5 entries from above, as a markdown table.
| compound | HCMV antiviral | HCV inhibitor |
| --- | --- | --- |
| O=c1n(CC2CO2)c(=O)n(CC2CO2)c(=O)n1CC1CO1 (stereo not drawn) | -62.0* | u |
| CCCCC(=O)c1ccc(OC(=O)c2ccc([N+](=O)[O-])cc2)cc1 | -26.2 | 2.5% |
| O=C(Nc1cccc(S(=O)(=O)N2CCOCC2)c1)c1cc(S(=O)(=O)N2CCOCC2)c(Cl)cc1Cl | -31.4 | u |
| CC(=O)Nc1ccc2c(c1)Cc1cc(N3C(=O)C=CC3=O)ccc1-2 | -65.9* | -15.2% |
| COc1ccc(S(=O)(=O)N2CCC(C(=O)NCC(=O)Nc3c(C)cccc3C)CC2)cc1OC | 8.6 | u |

New compounds follow:
SMILES | HCMV antiviral | HCV inhibitor
O=C(Nc1ccc(F)c(Cl)c1)C1CCCC1 | u | -3.1%
COc1cccc2oc(CCc3ccccc3)cc(=O)c12 | 51.5 | 8.5%
Nc1ccc(CC2=NCCN2)cc1 | 1.4 | 6.4%
CN(C)S(=O)(=O)c1ccc(/C(O)=C2/C(=O)C(=O)N(CCN3CCCCC3)C2c2cccnc2)cc1 (stereo not drawn) | 43.2 | 9.4%
CCOc1cc(N2CCOCC2)c(OCC)cc1NC(=O)C(NC(=O)c1c(F)cccc1F)C(C)C (stereo not drawn) | 0.0 | -19.4%
Cc1cc(C)cc(C(=O)N2CCCCC2)c1 | -26.7 | -0.9%
CCC(C)Sc1cc(-c2nc3ccc(C)cn3c2NCc2ccccc2)ccc1OC (stereo not drawn) | -76.7* | 10µM*
C#CCN(Cc1ccco1)C(=O)c1ccc(OC2CCN(Cc3ccccn3)CC2)cc1 | -20.5 | u
CCOC(=O)c1cc([N+](=O)[O-])cc([N+](=O)[O-])c1Sc1ncnc2nc[nH]c12 | 14.7 | u
COc1cc(/C=N/NC(=O)c2cccc3ccccc23)ccc1OCC(N)=O | 39.7 | -13.3%
COc1ccc(/C=C(\C)C(=O)c2c(C)cc(C)[nH]c2=O)cc1 | 9.0 | 14.5%
COc1ccc(CNCCCNCc2ccc(OC)c(OC)c2)cc1OC | -8.1 | u
CCOc1cc2c(cc1O)C(=NOC)CC1C2CCC2(C)C(O)CCC12 (stereo not drawn) | -72.6* | -29.7%
COc1ccc2cc(C3=CCCC3(C)C(=O)O)ccc2c1 (stereo not drawn) | -18.8 | 18.7%
C=CCSc1nc(N)c(NC(=O)c2ccco2)c(=O)[nH]1 | 9.9 | 21.6%
COc1ccccc1NC(=O)CS(=O)(=O)c1cn(CC(=O)N(C(C)C)C(C)C)c2ccccc12 | 2.0 | -8.3%
O=C(/C=C/c1ccccc1)CC(=O)c1ccccc1 | 26.9 | -0.2%
O=C(O)C1CCc2nc(NCc3ccccc3)nc(NCc3ccccc3)c2C1 (stereo not drawn) | -12.2 | 14.9%
CC(C)(C)S(=O)N1Cc2cc(=O)n(Cc3ccccc3)c(CCO)c2[C@H]1CCO (stereo partly drawn) | 6.3 | 10.7%
CN(C)CCNC(=O)c1cccc2nc3c(ccc4ccccc43)nc12 | -96.4* | 7.94µM*
CC(C)(C)SCCNC(=O)c1ccc(Cl)c(S(=O)(=O)N2CCOCC2)c1 | -35.9 | u
CC(=O)Nc1ccc(C=NNc2ccc([N+](=O)[O-])cn2)cc1 | -1.5 | -12.2%
COc1ccc(OC)c(N(CC(=O)Nc2ccccc2F)S(=O)(=O)c2ccccc2)c1 | u | -5.3%
COc1cccc(NC(=O)NCc2ccccc2Cl)c1 | 6.7 | -17.2%
N#CC(CC(=O)c1ccc(Cl)cc1)c1ccccc1 (stereo not drawn) | 42.2 | 8.7%
CCOc1ccc(/C=C(\C#N)C(=O)NC2CC2)c(OCC)c1 | -29.7 | u
CC=CC1OCC(CC)C(CCC)O1 (stereo not drawn) | 27.3 | 20.6%
COc1cc(C(=O)C(=O)c2ccc(OC)c(OC)c2)ccc1O | 22.7 | 17.4%
COCOc1ccc(C2CC(=O)c3c(OCOC)cc(OCOC)cc3O2)cc1 (stereo not drawn) | 16.8 | u
COc1ccc(CN(C)CCCn2cnc3c(OCc4ccccc4)ncnc32)cc1 | -97.3* | -13.1%[8.37 µM]
CCCCN1CC(C)(C)Oc2cccc(F)c2S1(=O)=O | -2.6 | 8.4%
O=S(=O)(c1cccc2ccccc12)N1CCC2CC1c1cc(Cl)ccc12 (stereo not drawn) | -23.7 | -15.3%[8.37 µM]
COc1cccc(C(c2cccc(OC)c2)c2ccccc2C(=O)O)c1 | 18.8 | 10.3%
CN(C(=O)c1cccc(NC(=O)Cc2ccc(NC(=O)C3CCCN(C(=O)C4CCC4)C3)cc2)c1)C1CCCCC1 (stereo not drawn) | -10.8 | u
O=C(C(=NNc1ccccc1)c1ccccc1)c1ccccc1 | -4.0 | u
COc1ccc(NC(=O)[C@@H]2CC=C[C@@H]3CCN(C4CCCCC4)C(=O)[C@@H]32)cc1 | -17.5 | 23.8%[8.37 µM]
O=C(NCCc1ccccc1)c1c[nH]c2ccc(F)cc2c1=O | 3.0 | -7.8%
O=[N+]([O-])c1ccc(Oc2ncccn2)cc1 | 23.9 | 7.7%
Nc1nc2ccc(Cl)cc2o1 | 4.0 | 19.3%
O=C1NC(=O)C2(N1)c1ccccc1-c1ccccc12 | 11.7 | 12.9%
COc1ccc(C=C2SC(=O)NC2=O)cc1OC | 7.4 | -3.5%
COc1ccc([C@H]2/C=C\CN(S(=O)(=O)/C=C/c3ccccc3)[C@@H](C)C(=O)N2Cc2ccc(F)cc2)cc1 | -13.0 | u
O=C(NCCc1ccc2c(c1)OCCO2)c1cc(S(=O)(=O)N2CCCC2)ccc1Br | -16.2 | u
COC(=O)C[C@H]1c2cc(F)ccc2S(=O)(=O)N1c1ccccc1 | 17.4 | 16.6%
O=C(NCc1c[nH]c2ccccc12)c1ccccc1 | 97.5 | 4.6%
O=C1NC(=S)S/C1=C\c1cc(Cl)cc(Cl)c1O | -26.3 | -9.9%
Cc1n[nH]c2c([N+](=O)[O-])c(=O)[nH]c(=O)n12 | -70.7* | -3.7%
N#Cc1cn(C2OC(CO)C(O)C2O)c2ncnc(N)c12 (stereo not drawn) | -99.9* | u

Next part, starting with the last five of the part before.
SMILES | HCMV antiviral | HCV inhibitor
COC(=O)C[C@H]1c2cc(F)ccc2S(=O)(=O)N1c1ccccc1 | 17.4 | 16.6%
O=C(NCc1c[nH]c2ccccc12)c1ccccc1 | 97.5 | 4.6%
O=C1NC(=S)S/C1=C\c1cc(Cl)cc(Cl)c1O | -26.3 | -9.9%
Cc1n[nH]c2c([N+](=O)[O-])c(=O)[nH]c(=O)n12 | -70.7* | -3.7%
N#Cc1cn(C2OC(CO)C(O)C2O)c2ncnc(N)c12 (stereo not drawn) | -99.9* | u
c1ccc(CN=C(NCc2ccccc2)NCc2ccccc2)cc1 | -14.9 | u
O=C(O)c1ccccc1-c1ncc(-c2ccccc2)o1 | 6.3 | 3.7%
CN(C)CCNC(=O)c1ccc(CS(=O)(=O)c2ccc(Br)cc2)o1 | -10.0 | 11.0%
CC(C)CC(CO)N1CCN(C(=O)c2ccc(Cl)cc2)CCC1=O (stereo not drawn) | 3.1 | -13.5%[8.37 µM]
Nc1c(C(=O)NCC2CCCO2)c2nc3ccccc3nc2n1/N=C/c1ccncc1 (stereo not drawn) | u | -10.1%
COc1ccc(CCC(=O)Nc2ccc(Cl)c(S(=O)(=O)N3CCOCC3)c2)cc1OC | -69.0* | 11.2µM*
CC(C)(CCc1ccccn1)C(=O)CCCc1ccccn1 | 23.9 | 6.5%
COc1ccc(OCCCC(=O)OCC(=O)N2CCN(S(=O)(=O)c3ccc(C)cc3C)CC2)cc1 | -16.9 | 26.5%
CN(C)c1ccc(-c2noc(C3CCN(S(=O)(=O)c4ccc(C(=O)O)cc4)CC3)n2)cc1 | -31.5 | 13.0%
COc1ccc(CNC(=O)CN2CCC(NC(=O)c3cccc(OC)c3)CC2)cc1 | -16.4 | -17.8%
O=C(COc1ccc(Br)cc1Br)NN1C(=O)c2ccccc2C1=O | 33.0 | 5.4%
O=c1[nH]nnc2c1cnn2-c1ccccc1 | 18.1 | 16.5%
CN(CC(=O)Nc1cccc(F)c1)C(=O)c1cccc(S(=O)(=O)N2CCN(c3ccc(F)cc3)CC2)c1 | u | u
C[C@@H]1CCC[C@@]2(O[C@H](CCO)C[C@H](O)[C@H]2O)O1 | 28.9 | 16.1%
O=c1[nH]nc(-c2ccc([N+](=O)[O-])o2)c(=O)[nH]1 | -93.2* | 14.2%
Cc1cccc(-c2cc(C(=O)N/N=C/c3cccnc3)c3ccccc3n2)c1 | 8.6 | -14.5%
OC(CN(Cc1ccccc1)Cc1ccccc1)c1ccccc1 (stereo not drawn) | 8.4 | -8.8%
COC(=O)C1=C(C(=O)OC)C2c3ccccc3C1c1ccccc12 | -14.3 | 15.7%
CC(C)Oc1ccc(S(=O)(=O)N2CCOCC2)cc1NC(=O)c1nn(C)c(=O)c2ccccc12 | -6.1 | u
O=C(Cc1cccc(NC(=O)C2CCN(C(=O)C3CC3)CC2)c1)Nc1cccc(C(=O)N2CCOCC2)c1 | -19.3 | -1.6%
O=C(C1=C[C@@H](c2ccc(C(F)(F)F)cc2)C[C@@H](OCCCCO)O1)N1CCCCCCC1 | -0.4 | 21.4%
Cc1cc(N2CCc3ccccc32)n2ncnc2n1 | 13.8 | 6.3%
CCN1C[C@@H]2[C@@H]3C(=O)N(Cc4ccccc4)C(=O)[C@@H]3[C@](Cc3ccccc3)(C1=O)N2C(=O)c1ccc(C(F)(F)F)cc1 | -4.2 | -3.0%
CCCCn1c2c(cc(C(=O)OC)c1=O)C(=O)CCC2 | 0.2 | 6.0%
CCOc1ccc2nc(NC(=O)C3(C)CC3(Br)Br)sc2c1 (stereo not drawn) | 35.8 | -2.5%
Oc1ccc2ccccc2c1CN1CCCCC1 | -18.2 | -9.6%
CC(=NNc1nc2ccccc2o1)c1ncccn1 | -76.8* | 3.55µM*
COc1ccc(NS(=O)(=O)c2cc(NC(=O)C3=NN(c4ccccc4)C(=O)CC3)ccc2C)cc1 | 4.7 | -16.1%
COc1ccc(N=CC2CCCCC2=O)c([N+](=O)[O-])c1 (stereo not drawn) | -9.0 | u
O=C1/C(=C/c2ccccn2)SC(=S)N1Nc1ncc(C(F)(F)F)cc1Cl | 50.9 | -6.5%
Nc1ccc2c(c1)Cc1cc(N)c(Cl)cc1-2 | 116.5 | -24.0%
CCCn1cnc2c(Sc3c([N+](=O)[O-])ncn3C)nc(N)nc21 | -32.4 | -4.7%
Cc1cn(C2CCCCO2)c(=O)nc1NO (stereo not drawn) | -3.8 | 3.0%
CCOc1ccc(CCN2C(=S)N([C@@H](CC(C)C)CN3CCCC3CN3C(=S)NC[C@@H]3Cc3ccc(O)cc3)C[C@@H]2CC(C)C)cc1 (stereo partly drawn) | u | u
Cc1nn(C)c(C)c1NC(=O)CSc1nc(Cc2ccccc2)nc2c1cnn2-c1ccccc1 | 10.5 | 20.8%
